# Source: PubChem BioAssay
# Cycloheximide cs – counter-screen hit for Shiga toxin inhibitors, cycloheximide; cell reporter, cycloheximide protein synthesis inhibition counterscreen; max response, %; actives 12% (n = 300,000); AID 2314; in the data active = max response mostly above about 13%, no sharp cut-off; inactive = mostly below about 14%; also: read at 38.3 µM for the half of the compounds with a filed dose; 0% is about no effect
# HCV inh – HCV inhibition | Huh7.5.1 HCVcc-Cre infection, luciferase reporter, 44 h | Potency, µM (series often up to 41.8 µM), for inactives: at the top dose activity change, negative = inhibition, actives largely listed as inhibitors | actives 3.4% (n = 340,000); also: potency is read from the fitted curve at half-maximal effect; % is scaled to controls: 0 for no effect and ±100 for the full control effect
#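 Infectious HCV cell culture screen: compound-treated cells (1,000/well, pre-plated 4 h) are infected with HCVcc-Cre at roughly 0.5 moi and grown 44 h. Infection is quantified by luciferase signal after 15 min substrate incubation at room temperature.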
# Shiga toxin inh – blocks Shiga toxin action in Vero cells | actives 9.2% (n = 290,000) | Vero cells, Shiga toxin protein synthesis inhibition reporter | inhibition, % at 38.7 µM; in the data active = inhibition mostly above about 28%, no sharp cut-off; inactive = mostly below about 43%; also: 0% is about no effect
# Pf growth 96h – inhibits malaria parasite growth, 96 h. P. falciparum luciferase reporter growth, 96 h. Potency, µM (titrated, usually from 28.7 µM), without a hit: at the top dose activity change, negative = inhibition, most hits filed as inhibitors. actives 6.9% (n = 320,000). AID 504834; also: potency is read from the fitted curve at half-maximal effect; % is scaled to controls: 0 for no effect and ±100 for the full control effect
#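 Parasite growth measured via integrated firefly luciferase reporter in P. falciparum. Infected erythrocytes at 2% hematocrit, 0.05% parasitemia final were treated 96 hours at 37 C under 5% CO2, and luminescence was read.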
# FBPA Giardia inh – Giardia lamblia aldolase inhibition; A8B2U2; actives 0.71% (n = 290,000); purified Giardia FBPA; AID 2451; Potency, µM (titrated, usually from 59.6 µM), inactives show top-dose activity, negative = inhibition, hits mostly inhibitors; also: potency is read from the fitted curve at half-maximal effect; % is scaled to controls: 0 for no effect and ±100 for the full control effect; nearly all actives have a fitted effect of over 55% in size
# Target sequence (A8B2U2 whole entry, looked up): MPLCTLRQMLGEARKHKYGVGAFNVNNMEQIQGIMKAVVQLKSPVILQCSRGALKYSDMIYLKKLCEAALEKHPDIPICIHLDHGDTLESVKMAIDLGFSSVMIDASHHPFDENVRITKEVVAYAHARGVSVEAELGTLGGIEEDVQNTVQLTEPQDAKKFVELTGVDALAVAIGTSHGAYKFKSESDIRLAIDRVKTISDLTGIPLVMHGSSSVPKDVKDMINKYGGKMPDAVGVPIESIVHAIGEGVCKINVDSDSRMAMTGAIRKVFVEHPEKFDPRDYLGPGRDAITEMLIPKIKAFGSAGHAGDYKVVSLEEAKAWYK
#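 40 nM FBPA preincubated 10 min at RT with compound (up to 57.5 uM final), then substrate plus GAPDH/TPI/NAD/arsenate coupling and diaphorase/resazurin added. Fluorescence read after 20 min at RT, 525/598 nm.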
# Pf growth 48h – P. falciparum growth inhibition at 48 hours (one generation); P. falciparum luciferase growth in erythrocytes, 48 h; Potency, µM (doses to about 28.7 µM), for the others: top-dose activity change, negative = inhibition, actives largely listed as inhibitors; actives 5.9% (n = 310,000); also: potency is read from the fitted curve at half-maximal effect; % is scaled to controls: 0 for no effect and ±100 for the full control effect
#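 Luminescence readout; reporter = integrated firefly luciferase in P. falciparum. RBC culture at 2% hematocrit, 0.1% parasitemia final, 37 C/5% CO2; decreased signal taken as growth inhibition.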
# * marks the source's active call; other numbers are inactive results; i = inactive; ? = inconclusive; . = no result given; [ ] = dose if it differs, or a comment. Unless noted, calls follow the shape of the dose curve; as a rule, active = well fitted curve in the direction sought with a large enough effect; inconclusive = small, poorly fitted or top-dose-only effect, or another doubt; inactive = no such curve, though single readings can be large; an effect the other way counts as inactive or inconclusive.
SMILES,Cycloheximide cs,HCV inh,Shiga toxin inh,Pf growth 96h,FBPA Giardia inh,Pf growth 48h
Cc1cc(OCc2nnc(SC(C)C(=O)O)n2-c2ccccc2)ccc1Cl (stereo not drawn),-1.3,9.5%,.,?,18.9%,-0.9%
Cc1ccc(NS(=O)(=O)c2ccc3c(c2)NC(=O)CO3)c(C)c1,-7.4,-11.2%,-4.7,?,.,14.5%
CC(C)COP(=O)(c1ccc(N(C)C)cc1)C(Nc1ccccc1)c1cccnc1 (stereo not drawn),-7.2,?,-18.2,?,6.7%,?
CCCCN(C(=O)c1cccc(S(=O)(=O)N2CC(C)OC(C)C2)c1)c1c(N)n(CC(C)C)c(=O)[nH]c1=O (stereo not drawn),0.0,3.5%,-5.4,9.1%,1.9%,8.4%
N#CC(C(=O)NCCc1ccccc1)c1nc2ccccc2nc1N1CCCCC1 (stereo not drawn),-3.1,-11.9%,-8.7,53.8%[activator],-0.9%,?
O=C(OCc1ccccc1)/C(=C/c1cccc2ccccc12)NC(=O)c1ccccc1,0.3,-7.4%,16.9,?,2.2%,6.57µM*
COc1ccc(CCNc2nc(-c3cccc(NC(C)=O)c3)cs2)cc1OC,10.5,?,0.4,4.6%,-13.8%,?
COc1cccc(NC(=O)c2cc3ccccc3cc2OC)c1,54.6*,-22.0%,107.8*,?,0.3%,91.5%[activator]
CCC(Sc1nc2ccccc2[nH]1)C(=O)Nc1ccc(NC(C)=O)cc1 (stereo not drawn),-2.8,10.1%,10.2,-61.6%[5.75 µM],-12.4%,-7.0%
Cc1occc1C(=O)N/N=C/C(Br)=C\c1ccccc1,43.2*,?,49.7*,1.31µM*,-8.2%,204.3%[activator]
COCC(=O)NCCNc1nc2ccc(C)cc2cc1C,-1.9,?,23.3,.,2.1%,2.6%
O=C(Cn1cc2c(n1)CCCCC2)Nc1ccccc1Br,10.6,9.0%,72.8*,?,-2.4%,?
CC1CCN(S(=O)(=O)c2ccc(NC(=O)[C@@H]3CCCC[C@@H]3C(=O)O)cc2)CC1,-4.5,1.3%,1.3,-21.7%,.,-2.7%
Cc1ccc(C(C)(C)C)cc1S(=O)(=O)NC(=O)c1ccccc1,-1.6,-0.4%,-4.5,23.1%,?,6.4%
Cc1ccc(Oc2ncccc2NC(=O)CC(CC(=O)O)c2ccccc2)c2c1CCC2 (stereo not drawn),-2.3,8.9%,3.1,-11.4%,-2.4%,?
COc1cc(Cl)c(C)cc1NC(=O)CN1CCN(C(=O)C2CC2)CC1,.,?,.,?,.,?
Cc1ccc(CNC(=O)CCC2CCCN(Cc3c(C)nn(C(C)C)c3C)C2)o1 (stereo not drawn),9.7,6.2%,0.9,8.28µM*,1.0%,-2.9%
Cc1ccc(-c2noc(CNCCCN(C)C)n2)cc1,8.3,-6.7%,44.5,177.4%[activator],-9.0%,12.8%
COC(=O)c1ccc2c(=O)n(Cc3ccco3)c(SCC(=O)Nc3cc(C)on3)nc2c1,-3.1,-23.1%,-4.6,-5.5%,7.0%,4.65µM*
O=C(CN1CCC(Cc2ccccc2)CC1)NC(=O)NCc1ccccc1,-3.3,3.8%,-6.0,-16.7%,6.5%,16.1%
O=Nc1ccc(O)c2ncccc12,55.7*,?,44.2*,3.29µM*,?,1.47µM*
N#Cc1c(-c2ccccc2)nc(N2CCCCCC2)[nH]c1=O,-3.5,9.0%,-5.6,.,12.5%,2.5%
CCOC(=O)C1CCCN(C(=O)c2cc(S(=O)(=O)N3CCCCCC3)ccc2OC)C1 (stereo not drawn),.,6.6%,.,9.28µM*,.,9.28µM*
CCOc1ccc(N(C)S(=O)(=O)c2ccc(C)c(C(=O)Nc3nnc(C4CC4)s3)c2)cc1,.,-13.0%,.,?,.,4.15µM*
Nc1ccc(C(=O)OCc2nc3cc4ccccc4cc3[nH]2)cc1,14.2,-28.4%,48.1*,25.3%,-19.9%,-6.0%
c1ccc(OCCN2C3=NCCN3c3ccccc32)cc1,-6.8,?,-37.8,?,-2.5%,-16.8%
CCn1c(C)cc(C(=O)CSc2nnnn2C2CCCC2)c1C,.,?,.,300.4%[activator],.,200.0%[activator]
COc1ccccc1NC(=O)C1=C(C)Nc2nc3ccccc3n2C1c1cccs1 (stereo not drawn),-6.1,-21.1%,-18.9,?,1.1%,13.1µM*
CCn1c2ccccc2c2cc(NC(=O)CNC)ccc21,-0.6,?,-4.7,?,?,?
CCNS(=O)(=O)c1ccc(OC)c(C)c1,-1.4,8.9%,-5.6,.,5.3%,-4.1%
O=C(Nc1cccc(Cl)c1)c1cnccn1,15.5*,0.4%,.,69.2%[activator],0.1%,38.7%[activator]
CC1(C)c2cc(O)ccc2OC1N1CCOCC1 (stereo not drawn),-2.3,14.8%,-5.6,?,-8.4%,.
CC(C)(CNC(=O)CCNC(=O)c1ccc(Br)cc1)N1CCOCC1,.,-15.9%,.,19.4%,.,?
COc1ccc(Br)cc1C1C2C=CCC(C)C2C(=O)N1Cc1ccccc1 (stereo not drawn),2.3,.,2.2,.,-5.0%,.
Cc1cccc(N(CC(=O)N2CCOCC2)S(C)(=O)=O)c1,-1.9,20.9%,4.9,?,-2.6%,20.8%
CCOc1c(Nc2cccc(Cl)c2)c(=O)c1=O,-2.4,18.7%,0.6,11.7µM*,-1.9%,7.38µM*
CCCCC(=O)Nc1ccc(C(=O)N2CCN(C)CC2)cc1,3.3,-2.6%,-2.1,.,0.9%,32.7%[activator]
COC(=O)[C@@H](NC(=O)CCc1nnc(-c2ccsc2)o1)C(C)C,49.9*,14.3%,30.5,-13.3%,0.5%,13.9%
Cc1[nH]c2ccccc2c1/C=N/Nc1ccccn1,15.2,.,49.1,10.4µM*,-3.3%,0.0%
CCN(CC)CCn1c2c(c(SCC(=O)NCc3ccccc3)nc1=O)CCCC2,.,7.8%,.,?,.,15.8%
O=C1C=C(O)CC(c2cccs2)C1 (stereo not drawn),1.2,21.3%,-13.2,?,2.6%,-13.3%
CCOC(=O)C1CCN(c2nc3ccccc3nc2C(C#N)C(=O)OCCOC)CC1 (stereo not drawn),-3.5,12.1%,-4.6,?,-7.0%,?
CN1CCN(C(=O)C2CCCN(S(=O)(=O)c3ccc(Cl)cc3)C2)CC1 (stereo not drawn),-0.7,-5.8%,23.5,-6.8%,.,0.0%
CCCS/C(N)=N/N=C/c1ccccc1O,38.4*,-26.0%,49.6*,.,6.5%,164.5%[activator]
COc1ccc(NC(=O)C(NC(=O)c2ccc(=O)[nH]c2)c2ccccc2)cc1 (stereo not drawn),11.7,1.9%,-6.9,?,2.0%,-6.3%

# 2 of these compounds in another layout:
Cc1ccc(C(C)(C)C)cc1S(=O)(=O)NC(=O)c1ccccc1
  Cycloheximide cs: -1.6; HCV inh: -0.4%; Shiga toxin inh: -4.5; Pf growth 96h: 23.1%; FBPA Giardia inh: ?; Pf growth 48h: 6.4%

Cc1ccc(Oc2ncccc2NC(=O)CC(CC(=O)O)c2ccccc2)c2c1CCC2 (stereo not drawn)
  Cycloheximide cs: -2.3; HCV inh: 8.9%; Shiga toxin inh: 3.1; Pf growth 96h: -11.4%; FBPA Giardia inh: -2.4%; Pf growth 48h: ?

# (listing goes on)
SMILES,Cycloheximide cs,HCV inh,Shiga toxin inh,Pf growth 96h,FBPA Giardia inh,Pf growth 48h
Cc1ccc(NC(=O)c2cc(-n3cnnc3)ccc2Cl)c(C)c1,2.8,12.9%,5.1,?,-1.4%,5.0%
O=C1OCCC1Sc1nnc(-c2ccco2)o1 (stereo not drawn),-2.6,?,3.8,?,5.2%,-18.3%
CCOc1ccccc1N1CN(CC)CNC1=S,-1.1,19.8%,-15.3,?,-1.3%,37.7%[activator]
COc1ccc(/C=C/C(=O)OCC(=O)NC2CCCC(C)C2C)cc1S(=O)(=O)N1CCOCC1 (stereo not drawn),-1.5,0.6%,-9.8,?,10.9%,?
NC(=O)c1oc2ccccc2c1NC(=O)c1nc2ccccc2s1,41.4*,?,99.0*,-71.7%,1.4%,164.1%[activator]
Cc1nc2sc(C)c(C)c2c(=O)o1,-2.9,3.9%,-8.7,-25.8%,-24.0%,1.3%
O=[N+]([O-])c1ccc(/C=N/Nc2nc(N3CCCCC3)nc(N3CCCCC3)n2)o1,-0.7,14.1µM*,-30.0,.,-10.6%,?
COc1cc(OC)c2c(-c3cccc(-c4ccc(O)cc4)c3)cc(=O)oc2c1,-2.3,?,i,.,-6.1%[89.2 µM],.
CN1CCN(NC(=O)c2cc(-c3ccc(Br)s3)nc3ccccc23)CC1,-2.1,10µM*,-9.8,22.1%,2.1%,?
CC(=O)c1ccc(S(=O)(=O)NCCC(=O)OCC(=O)N(Cc2ccccc2)C(C)(C)C)cc1,.,-4.5%,.,0.0%,.,?
N#CC1=C(S)N(c2ccccc2)C2(CCCCC2)NC1=O,-1.8,10.2%,-6.7,15.6%,?,14.5%
O=C1C(=O)N(CCc2c[nH]c3ccccc23)C(c2cccnc2)/C1=C(/O)c1ccccc1 (stereo not drawn),4.3,.,29.2,18.9%,14.8%,-21.3%
N#Cc1cnn(-c2ccccc2)c1NC(=O)CN1CCOCC1,-3.3,-8.1%,-8.3,3.6%,-3.2%,4.2%
O=C1C(Cl)=C(N2CCCC2)C(=O)N1c1ccccc1F,-4.7,-1.2%,.,2.62µM*,13.8%,-2.3%
CCOC(=O)C1CCN(C(=O)COC(=O)c2ccc([N+](=O)[O-])o2)CC1,.,3.9%,.,11.7µM*,.,?
COc1ccc(NC(=S)N(CCC(C)C)C(C)c2ccncc2)cc1 (stereo not drawn),5.5,-2.0%,-1.6,0.0%,-4.8%,?
O=C(Nc1nnc(-c2ccncc2)o1)C1CCCCC1,2.7,5.0%,-13.5,78.7%[activator],-6.8%,23.4%
O=S(=O)(c1ccc(F)c(F)c1)N1CCN(S(=O)(=O)c2cccs2)CC1,-2.8,1.2%,1.3,38.3%[activator],.,120.3%[activator]
Cc1ccc2cc(C3CC(c4cccs4)=NN3S(C)(=O)=O)c(Cl)nc2c1 (stereo not drawn),-3.3,-13.1%,14.3,?,-6.0%,?
CCOC(=O)CNC(=O)c1c(C)nn(-c2ccccc2)c1Cl,6.1,-1.6%,18.0,4.2%,-0.4%,13.8%
COc1ccc(NC(=O)CN(C)C(=O)c2cc(-c3cccs3)nn2-c2ccccc2)cc1,.,?,.,22.2%,.,15.8%
CC1(C)Cc2cccc(OCC(N)=O)c2O1,-2.2,8.7%,-27.8,?,4.5%,0.7%
COc1ccc(C(=O)c2ccc([N+](=O)[O-])cc2Cl)cc1,10.7,-20.5%,17.4,26.9%,-11.5%,-7.3%
O=S(=O)(/N=C(/Nc1ccccc1)c1ccccc1O)c1ccccc1,5.1,12.8%,23.9,10.7%,-4.9%,?
CC1CCc2c(sc3nc(CN4CCOCC4)nc(NS(=O)(=O)c4cccc([N+](=O)[O-])c4)c23)C1 (stereo not drawn),-1.5,-12.6%,-4.3,13.1µM*,9.3%,.
CCCCOC1(c2ccccc2)OC(=O)c2ccccc21 (stereo not drawn),23.8,.,-6.2,?,2.0%,?
CCOC(=O)C1=C(C)NC(=O)NC1c1ccc(-c2ccc(Cl)cc2)o1 (stereo not drawn),-3.2,?,14.6,-18.2%,0.3%,7.7%

# A different layout for two compounds above:
molecule | Cycloheximide cs | HCV inh | Shiga toxin inh | Pf growth 96h | FBPA Giardia inh | Pf growth 48h
COc1ccc(C(=O)c2ccc([N+](=O)[O-])cc2Cl)cc1 | 10.7 | -20.5% | 17.4 | 26.9% | -11.5% | -7.3%
O=S(=O)(/N=C(/Nc1ccccc1)c1ccccc1O)c1ccccc1 | 5.1 | 12.8% | 23.9 | 10.7% | -4.9% | ?
